C diff growth = inhibitors of Clostridium difficile growth | Clostridium difficile clinical isolate growth, OD600, 24 h; active compounds read low | growth activity, negative = inhibition, % at 16 µg/mL (by protocol) | hit rate 0.25% among 86,000;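 active = mean growth activity at or below -80% and every replicate also at or below -80%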;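 also: 0% = DMSO wells and -100% = levofloxacin 16 µg/mL wells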
Pf Dd2 inh = inhibitors of Plasmodium falciparum Dd2 growth. P. falciparum Dd2 growth, SYBR Green, 72 h; active compounds read low. activity change, % at 10 µM. hit rate 2.3% among 94,000. AID 1159554; in the data active = activity change below about -80%
KDM4C inh = inhibitors of human demethylase GASC-1 KDM4C. Q9H3R0. GST-KDM4C 2-372, H3K9me3 peptide, LANCE TR-FRET. inhibition, % at 12.5 µM. hit rate 0.15% among 96,000. AID 720574;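 active = mean replicate inhibition above about 25%, with at least 55% of replicates also reaching it, limit read from the data, passing the limit was not always enough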
Target sequence (Q9H3R0 2-372 limits assumed): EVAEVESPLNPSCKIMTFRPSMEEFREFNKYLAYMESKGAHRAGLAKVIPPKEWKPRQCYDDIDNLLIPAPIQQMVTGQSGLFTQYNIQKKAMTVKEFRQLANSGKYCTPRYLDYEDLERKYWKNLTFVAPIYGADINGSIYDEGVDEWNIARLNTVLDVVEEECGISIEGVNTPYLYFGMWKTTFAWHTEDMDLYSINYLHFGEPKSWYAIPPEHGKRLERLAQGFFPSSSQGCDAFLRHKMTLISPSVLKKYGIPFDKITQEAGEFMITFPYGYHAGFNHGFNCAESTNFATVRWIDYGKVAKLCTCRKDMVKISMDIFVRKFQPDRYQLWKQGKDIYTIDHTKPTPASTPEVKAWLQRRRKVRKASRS
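System – N-terminal GST-fused human GASC-1 (KDM4C) fragment, residues 2-372 · Input – enzyme final amount 10 nM · Technique – LANCE TR-FRET, Eu antibody, ULight-streptavidin, EDTA, ex 340 nm, em 618/671 nm · Medium – HEPES buffer, pH 7.5, plus ascorbate · Incubation – enzyme reaction 30 min, then detection 60 min, both room temperature · Reagent – H3K9me3 peptide with Fe(II)/2OG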
T cruzi growth = inhibitors of T. cruzi proliferation | T. cruzi beta-gal in NIH3T3, GalScreen luminescence, 90 h | inhibition, % at 8.34 µM | hit rate 5.9% among 77,000 | AID 624255;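 active = mean inhibition above about 93%, with at least 55% of replicates each passing it, limit read from the data, passing the limit was not always enough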
The depositor's hits bear a star; nt = not tested or not shown.

nr	Molecule	KDM4C inh	C diff growth	T cruzi growth	Pf Dd2 inh
1	C[C@H](O)C#Cc1ccc([C@@H]2[C@@H](CO)N3CCCCN(CC4CC4)C[C@@H]23)cc1	1.8	10	-119	6
2	COc1ccc(S(=O)(=O)N(C)C[C@H]2Oc3c(NC(=O)Nc4ccc(C(F)(F)F)cc4)cccc3C(=O)N([C@@H](C)CO)C[C@@H]2C)cc1	0.8	5	73	-27
3	COCC(=O)N1C[C@H](C)[C@@H](OC)CN(C)C(=O)c2ccc(NC(=O)Nc3cccc(F)c3)cc2OC[C@H]1C	-0.3	nt	27	nt
4	C[C@@H]1CN([C@@H](C)CO)C(=O)c2cccc(NC(=O)CCCCCC(=O)Nc3ccccc3N)c2O[C@@H]1CN(C)Cc1ccccc1	1.9	-7	nt	-87*
5	C[C@@H]1CCCCO[C@H](CN(C)C(=O)CCCN(C)C)[C@@H](C)CN([C@@H](C)CO)C(=O)c2cc(NC(=O)CCC(F)(F)F)ccc2O1	3.4	4	26	-11
6	CCC(=O)N1[C@@H]2c3ccc(C4=CCCC4)c(=O)n3C[C@@H]2[C@@H](CO)[C@@H]1C(=O)NC1CCC1	0.8	0	42	10
7	CCC(=O)N1C[C@@H](C)[C@H](OC)CN(C)C(=O)c2ccc(NC(=O)C3CCOCC3)cc2OC[C@@H]1C	-1.4	1	12	-10
8	C[C@@H]1CCCCO[C@H](CN(C)C)[C@H](C)CN([C@@H](C)CO)C(=O)c2cc(NC(=O)CCC(F)(F)F)ccc2O1	1.3	0	27	14
9	Cc1noc(C)c1S(=O)(=O)Nc1ccc2c(c1)CC(=O)N([C@H](C)CO)C[C@@H](C)[C@@H](CN(C)Cc1ccc(C(=O)Nc3ccccc3N)cc1)O2	-2.2	14	nt	-89*
10	O=C(C[C@H]1CC[C@H]2[C@@H](COC[C@@H](O)CN2Cc2ccc(F)cc2)O1)NCc1ccccc1Cl	1.2	3	12	-9
11	C[C@@H]1CN([C@H](C)CO)C(=O)c2cc(NS(C)(=O)=O)ccc2O[C@H]1CN(C)CC1CCCCC1	-1.2	6	51	-5
12	O=C(c1cccnc1)N1CC(=O)N2[C@@H](CO)[C@H](c3ccc(-c4cccnc4)cc3)[C@@H]2C1	-0.2	-4	nt	37
13	Cc1noc(C)c1NC(=O)Nc1ccc2c(c1)C(=O)N([C@@H](C)CO)C[C@H](C)[C@H](CN(C)C(=O)C1CCCCC1)OCCCC[C@@H](C)O2	1.6	0	14	-30
14	C[C@@H]1CN([C@@H](C)CO)C(=O)c2cc(-c3ccc(C(=O)N(C)C)cc3)cnc2O[C@H]1CN(C)C(=O)CN(C)C	3.8	-1	-16	41
15	CCC(=O)N1CC[C@@H]2[C@@H](CO)Nc3ccc(C#Cc4cccnc4)cc3[C@@H]21	0.0	3	40	-6
16	CCC(=O)N1CC(=O)N2[C@H](C1)[C@H](c1ccc(C#CC3CCCCC3)cc1)[C@@H]2CO	0.2	-15	nt	-15
17	O=C(C[C@H]1CC[C@H]2[C@@H](COC[C@@H](O)CN2C(=O)c2ccccc2)O1)NC1Cc2ccccc2C1	-0.2	nt	-45	8
18	CN(C)CC(=O)N[C@H]1C=C[C@H](CC(=O)NCc2ccc(Cl)cc2)O[C@H]1CO	0.4	2	18	3
19	O=C(c1ccccc1F)N1C[C@@H]2[C@H](c3ccccc31)[C@H](CO)N2C(=O)Nc1ccccc1	2.5	-5	-40	-10
20	COc1ccc(C(=O)N2C[C@H]3[C@@H](c4ccccc42)[C@@H](CO)N3Cc2ccccc2)cc1	-0.3	4	86	-9
21	C[C@H]1CN([C@@H](C)CO)C(=O)c2cccc(NC(=O)c3cnccn3)c2O[C@@H]1CN(C)C(=O)Nc1ccc(C(F)(F)F)cc1	0.9	0	13	-11
22	COc1cccc(-c2ccc([C@@H]3[C@H](C#N)N(C(=O)c4ccccn4)[C@H]3CO)cc2)c1	-1.8	0	89	-12
23	COCC#Cc1ccc2c(c1)O[C@@H](CN(C)C(=O)CC1CC1)[C@H](C)CN([C@@H](C)CO)S2(=O)=O	-0.5	-2	67	-49
24	C[C@@H]1CN([C@@H](C)CO)C(=O)Cc2cc(NC(=O)CCC(F)(F)F)ccc2O[C@@H]1CN(C)CC1CCCCC1	-0.7	-2	46	-24
25	CO[C@@H]1CN(C)C(=O)c2ccc(NC(=O)Nc3cccc(F)c3)cc2OC[C@@H](C)N(C(C)=O)C[C@H]1C	-0.6	nt	1	-62
26	CO[C@H]1CN(C)C(=O)c2cc(NC(=O)Nc3ccccc3F)ccc2OC[C@@H](C)N(CC2CC2)C[C@@H]1C	0.3	nt	35	-33
27	C[C@@H]1CCCCO[C@H](CN(C)C)[C@H](C)CN([C@H](C)CO)C(=O)c2cc(NC(=O)CCC(F)(F)F)ccc2O1	0.7	-5	48	13
28	C[C@H]1CN([C@@H](C)CO)C(=O)Cc2cc(NC(=O)C3CC3)ccc2O[C@@H]1CN(C)C	-0.8	-2	7	8
29	C[C@H]1CN([C@@H](C)CO)C(=O)Cc2cc(NC(=O)CCCN(C)C)ccc2O[C@H]1CN(C)CC1CCCCC1	-1.9	-1	-3	-11
30	C[C@@H]1CCCCO[C@H](CN(C)C(=O)Cc2ccccc2)[C@H](C)CN([C@H](C)CO)C(=O)c2cc(NC(=O)CCC(F)(F)F)ccc2O1	0.9	-2	73	-44
31	C[C@@H]1CCCCO[C@@H](CN(C)C)[C@@H](C)CN([C@H](C)CO)C(=O)c2cc(NC(=O)Nc3ccccc3)ccc2O1	0.0	16	78	0
32	COc1cccc(-c2ccc3c(c2)[C@@H]2[C@@H](CCN2S(=O)(=O)c2ccccc2OC)[C@H](CO)N3C)c1	-3.6	4	25	-10
33	C/C=C/c1cnc2c(c1)C(=O)N([C@@H](C)CO)C[C@@H](C)[C@@H](CN(C)C(=O)Nc1cccc(OC)c1)O2	0.1	12	36	17
34	CCCN(C)C[C@@H]1OCCCC[C@@H](C)Oc2ccc(NC(=O)Cc3ccccc3)cc2C(=O)N([C@H](C)CO)C[C@@H]1C	0.0	-2	-15	nt
35	COc1ccccc1-c1cnc2c(c1)C(=O)N([C@H](C)CO)C[C@@H](C)[C@H](CN(C)Cc1ccc(F)cc1)O2	0.9	3	nt	13
36	Cc1ccc(S(=O)(=O)N(C)C[C@@H]2Oc3c(NC(=O)C4CC4)cccc3C(=O)N([C@H](C)CO)C[C@H]2C)cc1	-1.4	0	-13	15
37	C[C@@H](NC(=O)C[C@@H]1CC[C@@H](NC(=O)Nc2ccc3c(c2)OCO3)[C@@H](CO)O1)c1ccccc1	1.1	nt	31	3
38	C[C@H](CO)N1C[C@H](C)[C@@H](CN(C)Cc2ccc(Oc3ccccc3)cc2)Oc2c(NS(=O)(=O)c3cn(C)cn3)cccc2C1=O	1.4	0	nt	12
39	C[C@@H]1CN([C@@H](C)CO)C(=O)c2cc(NS(C)(=O)=O)ccc2O[C@@H](C)CCCCO[C@H]1CN(C)Cc1ccc(C(F)(F)F)cc1	0.0	4	nt	-15
40	CO[C@H]1CN(C)C(=O)c2cc(NS(C)(=O)=O)ccc2OC[C@@H](C)N(C(=O)c2ccc3c(c2)OCO3)C[C@@H]1C	-1.8	nt	nt	11
41	COc1ccc2c3c(n(C)c2c1)[C@@H](CO)N(C(=O)Cc1ccccn1)CC31CCN(CC2CCCC2)CC1	0.8	-1	nt	-16
42	CCC(=O)Nc1ccc2c(c1)C(=O)N(C)C[C@H](OC)[C@@H](C)CN(C(=O)Cc1ccccn1)[C@H](C)CO2	0.7	nt	-72	13
43	O=C(Nc1ccccc1F)N1C[C@H]2[C@@H](c3ccccc31)[C@H](CO)N2C(=O)Cc1cccnc1	-0.5	-5	1	29
44	CO[C@@H]1CN(C)C(=O)c2ccc(NC(=O)C3CC3)cc2OC[C@H](C)N(CCC(F)(F)F)C[C@H]1C	2.3	nt	33	nt
45	C[C@H]1CN([C@@H](C)CO)C(=O)c2cc(C#Cc3ccncc3)cnc2O[C@H]1CN(C)S(=O)(=O)c1ccccc1F	4.6	12	35	-12
46	CO[C@@H]1CN(C)C(=O)c2ccc(NS(=O)(=O)c3ccc(Cl)cc3)cc2OC[C@@H](C)N(C)C[C@H]1C	0.5	nt	1	-16
47	COCC#Cc1ccc([C@H]2[C@H]3CN(C(=O)c4cccnc4)CC(=O)N3[C@H]2CO)cc1	0.3	0	nt	18
48	O=C(Nc1cc(F)ccc1F)N1CCCCN2[C@H](C1)[C@@H](c1ccc(-c3ccccc3)cc1)[C@@H]2CO	-2.0	34	99*	-21
49	CC(=O)N(C)C[C@H]1[C@H](c2ccccc2)[C@@H](CO)N1C(=O)C1CCC1	-0.9	9	101*	5
50	C[C@@H]1CN([C@@H](C)CO)C(=O)c2cc(C#CCC3CCCC3)cnc2O[C@H]1CN(C)C(=O)c1cnccn1	-4.0	-4	26	-44

Additional structures:
nr	Molecule	KDM4C inh	C diff growth	T cruzi growth	Pf Dd2 inh
51	C[C@@H]1CN([C@@H](C)CO)C(=O)c2cc(N(C)C)ccc2O[C@@H]1CN(C)C	nt	-3	28	6
52	CN1CCN(C(=O)C[C@H]2CC[C@@H]3[C@H](COC[C@H](O)CN3S(=O)(=O)c3cccc(Cl)c3)O2)CC1	-1.1	nt	-18	0
53	CC(=O)N(C)C[C@H]1Oc2ncc(C#Cc3cccnc3)cc2C(=O)N([C@@H](C)CO)C[C@@H]1C	1.6	7	29	10
54	CC(C)CC#Cc1ccc2c(c1)O[C@@H](CN(C)C(=O)C1CCC1)[C@H](C)CN([C@@H](C)CO)S2(=O)=O	-1.3	-5	106*	-45
55	C[C@@H]1CN([C@@H](C)CO)C(=O)c2cc(NC(=O)CCC(F)(F)F)ccc2O[C@H]1CN(C)S(=O)(=O)c1ccc(Cl)cc1	-2.3	-4	24	-30
56	Cc1noc(C)c1S(=O)(=O)Nc1cccc2c1O[C@H](CN(C)Cc1ccc(Cl)c(Cl)c1)[C@H](C)CN([C@H](C)CO)C2=O	0.5	nt	81	-31
57	Cc1ccccc1-c1ccc2c(c1)O[C@@H](CN(C)C(=O)C1CC1)[C@H](C)CN([C@H](C)CO)S2(=O)=O	0.8	4	nt	-18
58	CCCNC(=O)N(C)C[C@H]1Oc2ncc(C3=CCCCC3)cc2C(=O)N([C@@H](C)CO)C[C@H]1C	-0.7	13	30	-10
59	CC(C)CC#Cc1cnc2c(c1)C(=O)N([C@H](C)CO)C[C@H](C)[C@H](CN(C)Cc1ccc(F)cc1)O2	-1.0	37	93	-47
60	C[C@@H]1CN([C@H](C)CO)C(=O)Cc2cc(NS(C)(=O)=O)ccc2O[C@H]1CN(C)S(=O)(=O)c1ccc(F)cc1	-0.2	-7	14	-32
61	C[C@@H]1CN([C@@H](C)CO)C(=O)Cc2cc(NC(=O)Cc3cn(C)c4ccccc34)ccc2O[C@@H]1CN(C)C	3.8	0	nt	5
62	C[C@@H]1CN([C@H](C)CO)S(=O)(=O)c2ccc(C#CC3CC3)cc2O[C@H]1CN(C)Cc1cccc(F)c1	1.1	11	nt	-28
63	O=C(Nc1cccc(Cl)c1)N1C[C@@H]2[C@H](c3ccccc31)[C@H](CO)N2CC1CCCCC1	-0.9	55	38	-3
64	O=C(Nc1ccccc1F)N[C@@H]1CC[C@@H](CC(=O)N2CCCCC2)O[C@@H]1CO	0.0	nt	3	-4
65	COCC#Cc1ccc([C@H]2[C@@H](CO)N3C(=O)CN(C(=O)c4ccncc4)C[C@@H]23)cc1	-0.5	9	nt	21
66	Cc1ccc(S(=O)(=O)N(C)C[C@@H]2OCCCC[C@H](C)Oc3ccc(NC(=O)Nc4ccccc4)cc3C(=O)N([C@@H](C)CO)C[C@@H]2C)cc1	0.3	5	108*	-90*
67	O=C(C[C@@H]1C[C@@H]2c3cc(NC(=O)c4cccnc4)ccc3O[C@@H]2[C@H](CO)O1)NCc1ccc(Oc2ccccc2)cc1	-3.9	4	nt	0
68	CC(C)NC(=O)Nc1ccc2c(c1)C(=O)N(C)[C@@H]1CC[C@@H](CC(=O)Nc3ccccc3)O[C@@H]1CO2	-1.3	0	-1	4

Sorted by the number under Pf Dd2 inh (ascending): 4 of the compounds above
#	Structure	KDM4C inh	C diff growth	Pf Dd2 inh
59	CC(C)CC#Cc1cnc2c(c1)C(=O)N([C@H](C)CO)C[C@H](C)[C@H](CN(C)Cc1ccc(F)cc1)O2	-1.0	37	-47
56	Cc1noc(C)c1S(=O)(=O)Nc1cccc2c1O[C@H](CN(C)Cc1ccc(Cl)c(Cl)c1)[C@H](C)CN([C@H](C)CO)C2=O	0.5	nt	-31
63	O=C(Nc1cccc(Cl)c1)N1C[C@@H]2[C@H](c3ccccc31)[C@H](CO)N2CC1CCCCC1	-0.9	55	-3
51	C[C@@H]1CN([C@@H](C)CO)C(=O)c2cc(N(C)C)ccc2O[C@@H]1CN(C)C	nt	-3	6

Structures listed above printed as active in Pf Dd2 inh:
no. | SMILES | KDM4C inh | C diff growth | Pf Dd2 inh
4 | C[C@@H]1CN([C@@H](C)CO)C(=O)c2cccc(NC(=O)CCCCCC(=O)Nc3ccccc3N)c2O[C@@H]1CN(C)Cc1ccccc1 | 1.9 | -7 | -87*
9 | Cc1noc(C)c1S(=O)(=O)Nc1ccc2c(c1)CC(=O)N([C@H](C)CO)C[C@@H](C)[C@@H](CN(C)Cc1ccc(C(=O)Nc3ccccc3N)cc1)O2 | -2.2 | 14 | -89*
66 | Cc1ccc(S(=O)(=O)N(C)C[C@@H]2OCCCC[C@H](C)Oc3ccc(NC(=O)Nc4ccccc4)cc3C(=O)N([C@@H](C)CO)C[C@@H]2C)cc1 | 0.3 | 5 | -90*

Source: PubChem
